FUS suppressor – rescues growth of FUS-expressing yeast. S. cerevisiae FUS-expressing, growth rescue, OD600, 24 h. Potency, µM (series often up to 76.6 µM), for inactives: at the top dose growth rescue (activation), hits mostly activators. hit rate 0.24% among 390,000. AID 1347120;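 note: potency is the fitted concentration of half-maximal effect; plate controls were DMSO vehicle for no effect and reference control for full effect; nearly all actives have a fitted effect of over 55% in size; some results filed as inactive show a strong effect at the top dose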
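FUS-expressing yeast, raffinose-pregrown, induced in 2% galactose minimal medium at OD 0.005; compounds in a dilution series, 24hr at 30C. Growth restoration read as absorbance at 600 nm. CP55940 positive control, DMSO negative.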
aSyn yeast inh – rescues yeast growth from alpha-synuclein toxicity; AID 652106; Potency, µM (doses to about 46.1 µM), for the others: top-dose growth rescue (activation), hits mostly activators; hit rate 0.14% among 370,000; Yeast expressing alpha-synuclein, growth rescue, BacTiter-Glo, 24 h; note: potency is the fitted concentration of half-maximal effect; % of control where 0% means no effect; nearly all actives have a fitted effect of over 65% in size
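Screening used galactose-induced yeast with toxic alpha-synuclein levels, exposed to compound for 24 hr at 30 deg C. Cell growth, read with BacTiter-Glo luminescence, gave the measured signal.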
PI5P4Ka inh – blocks human PI5P4K alpha kinase activity; PI5P4Kalpha enzyme, ADP-Glo luminescence, 60 min; hits give low values; max response, %; hit rate 1.2% among 330,000; AID 652105; active = max response of -50% or lower; inconclusive = between -30% and -50%; inactive = -30% or higher; note: value at the top dose of about 77 µM; % is set by controls: 0 for no effect and ±100 for the full control effect
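Quantitative HTS of the MLSMR library against PI5P4Kalpha with substrate. ATP added last at 5 microM final; room temperature, 60 minutes. Remaining ATP depleted, ADP converted and read as luminescence.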
IL2 activator – activates IL-2 in a cell-based reporter assay | IL-2 activation reporter assay, cell-based qHTS; stimulated with anti-CD3/CD4/CD28 beads; in transgenic mouse T cells | activation, % (series mostly up to about 46 µM) | hit rate 0.065% among 360,000 | AID 652025; in the data active = activation above about 50%; inconclusive = mostly about 30% to 49%; note: 0% is about no effect
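Quantitative HTS in unstimulated transgenic mouse T cells, with memory T cells as non-tolerant control and PMA/ionomycin as tolerance-bypass control. Compound pretreatment lasted 60 minutes before 18 h bead stimulation; EGFP/DsRed fluorescence read.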
EPAC1 antag – blocks human EPAC1 exchange factor. O95398. EPAC1 GEF assay, Rap1b-BODIPY-GDP exchange fluorescence. Potency, µM (highest dose often 115 µM), for inactives: at the top dose activity change, negative = inhibition, most hits filed as inhibitors. hit rate 0.14% among 360,000. AID 720709;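 note: potency is the fitted concentration of half-maximal effect; plate controls were vehicle for no effect and positive control for full effect; nearly all actives have a fitted effect of over 50% in size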
Abeta rescue – A-beta toxicity reversal in yeast | yeast expressing A-beta42, growth rescue, OD600, 48 h; response scale: 0% DMSO, 100% iron-clioquinol control | Potency, µM (highest dose often 46.1 µM), for the others: at the top dose growth rescue, actives largely listed as activators | hit rate 0.063% among 410,000 | AID 1347071; note: potency is the fitted concentration of half-maximal effect; nearly all actives have a fitted effect of over 55% in size
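Growth rescue measured by 600 nm absorbance after 48 h yeast culture at 30 C with compound. Values normalized between DMSO and an equimolar ferric chloride plus clioquinol control.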
EPAC1 ag – EPAC1 (human) agonism; O95398; EPAC1 agonist qHTS, biochemical assay; response scale: 100% = response to 6.5 mM cAMP; Potency, µM (top dose mostly 154 µM), for the others: at the highest dose activation, hits mostly activators; hit rate 0.073% among 360,000; note: potency is the fitted concentration of half-maximal effect; nearly all actives have a fitted effect of over 60% in size
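Compounds were pinned as a concentration titration into mixtures of EPAC1 (100 nM), BODIPY-GDP-loaded Rap1B (250 nM) and GDP (50 uM). After 5 min at room temperature, fluorescence was followed for 30 min; activity was scaled to 6.5 mM cAMP.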
PLK1 PBD inh – inhibitors of human PLK1 polo-box domain binding; hit rate 2.8% among 360,000; Potency, µM, without a hit: max response, negative = inhibition, actives largely listed as inhibitors; AID 720504; Plk1 PBD binding of FITC phosphopeptide, fluorescence polarization; note: potency is the fitted concentration of half-maximal effect; series mostly up to about 57 µM; % is set by controls: 0 for no effect and ±100 for the full control effect; nearly all actives have a fitted effect of over 65% in size
WRN helicase inh – WRN helicase (human) inhibition. hit rate 0.46% among 360,000. WRN helicase unwinding, fluorescent forked duplex, kinetic. Q14191. Potency, µM (top dose mostly 114 µM), for the others: at the top dose activity change, negative = inhibition, usual class: inhibitors. AID 651768; note: potency is the fitted concentration of half-maximal effect; % is set by controls: 0 for no effect and ±100 for the full control effect; nearly all actives have a fitted effect of over 55% in size
Target sequence (Q14191 whole entry, looked up): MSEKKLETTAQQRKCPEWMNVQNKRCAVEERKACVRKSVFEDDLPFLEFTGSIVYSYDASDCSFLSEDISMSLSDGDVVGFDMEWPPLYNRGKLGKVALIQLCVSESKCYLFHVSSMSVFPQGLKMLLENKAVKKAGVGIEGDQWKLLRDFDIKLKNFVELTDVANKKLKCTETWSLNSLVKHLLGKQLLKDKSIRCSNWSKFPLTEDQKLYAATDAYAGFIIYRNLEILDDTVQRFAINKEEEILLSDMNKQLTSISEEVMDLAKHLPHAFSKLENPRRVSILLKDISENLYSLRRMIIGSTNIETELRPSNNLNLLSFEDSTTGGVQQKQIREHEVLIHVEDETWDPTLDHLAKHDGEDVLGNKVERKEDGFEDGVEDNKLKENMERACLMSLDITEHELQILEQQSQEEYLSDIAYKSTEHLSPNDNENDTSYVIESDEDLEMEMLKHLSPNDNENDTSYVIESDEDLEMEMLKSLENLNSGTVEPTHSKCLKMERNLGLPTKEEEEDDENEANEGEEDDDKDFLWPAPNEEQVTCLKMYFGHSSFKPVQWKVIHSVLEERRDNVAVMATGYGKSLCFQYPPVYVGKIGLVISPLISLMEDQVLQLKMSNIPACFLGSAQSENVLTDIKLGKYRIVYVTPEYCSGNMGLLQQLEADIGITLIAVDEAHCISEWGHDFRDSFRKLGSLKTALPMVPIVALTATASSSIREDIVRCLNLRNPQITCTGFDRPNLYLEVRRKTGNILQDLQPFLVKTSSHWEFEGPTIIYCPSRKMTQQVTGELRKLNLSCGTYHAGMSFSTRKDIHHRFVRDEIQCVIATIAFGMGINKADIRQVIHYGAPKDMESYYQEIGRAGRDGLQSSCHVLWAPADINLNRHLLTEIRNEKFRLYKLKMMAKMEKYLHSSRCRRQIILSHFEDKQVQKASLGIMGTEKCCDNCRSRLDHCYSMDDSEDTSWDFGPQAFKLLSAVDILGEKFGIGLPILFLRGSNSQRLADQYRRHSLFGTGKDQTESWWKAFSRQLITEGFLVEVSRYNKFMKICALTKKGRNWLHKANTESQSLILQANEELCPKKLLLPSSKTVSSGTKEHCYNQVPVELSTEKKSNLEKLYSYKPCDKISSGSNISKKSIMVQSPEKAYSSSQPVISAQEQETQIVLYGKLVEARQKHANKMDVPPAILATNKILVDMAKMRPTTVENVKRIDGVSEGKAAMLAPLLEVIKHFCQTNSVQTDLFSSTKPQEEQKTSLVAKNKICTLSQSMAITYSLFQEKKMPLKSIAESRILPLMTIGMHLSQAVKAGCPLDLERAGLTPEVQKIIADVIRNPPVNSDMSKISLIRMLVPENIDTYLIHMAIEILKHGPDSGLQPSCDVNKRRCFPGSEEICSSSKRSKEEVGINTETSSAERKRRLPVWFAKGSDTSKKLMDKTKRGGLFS
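Primary qHTS, 1536-well format. 20 nM WRN + compound, 15 min RT; start with 100 nM forked fluorophore/quencher duplex, 2 mM ATP (final); kinetic read ex 525/em 598 nm.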
Numbers without * were called inactive; u = inconclusive; x = not tested or not shown; [ ] = another dose, or the depositor's remark. Unless noted, calls come from the whole dose curve; as a rule, active = well fitted curve in the direction sought with a large enough effect; inconclusive = small, poorly fitted or top-dose-only effect, or another doubt; inactive = no such curve, though single readings can be large; an effect the other way counts as inactive or inconclusive.

mol	EPAC1 antag	FUS suppressor	EPAC1 ag	IL2 activator	Abeta rescue	aSyn yeast inh	WRN helicase inh	PI5P4Ka inh	PLK1 PBD inh
CC(C)c1ccc(C(=O)N2CCCC(c3cc(C(=O)Nc4ccccc4Cl)no3)C2)cc1 (configuration not stated)	-5%	-2%	-10%	-0.6	5%	23%	-6%	7	4%
Cc1ccc2cc(CCNC(=O)C(C)C)c(=O)[nH]c2c1	-2%	-7%	2%	1.4	5%	2%	-5%	-1	2%
c1ccc(C[C@H]2CNCCN2CCc2cccc3ccccc23)cc1	-8%	-11%	3%	0.0	-11%	-1%	4%	-3	-9%
O=C(Nc1ccccc1C(=O)O)c1ccc(NC(=O)C2CCCCC2)cc1	-24%	18%	24%	-0.2	4%	-3%	u	-12	-4%
Cc1cc(C)nc(SCC(=O)Nc2ccc3c(c2)OCO3)n1	0%	13%	-4%	2.3	-9%	1%	5%	1	1%
CCCn1c2ccccc2c2cnn(CC(=O)N3CCN(C4CCCCC4)CC3)c(=O)c21	-2%	-2%	6%	-0.2	19%	0%	-5%[57.1 µM]	-1	-3%
C=CCN(C(=O)CNC(=O)c1ccco1)C(C(=O)NC1CCCCC1)c1cccnc1 (configuration not stated)	6%	1%	5%	0.9	-9%	3%	-5%	3	-11%
CSc1nsc(SCC(=O)Nc2ccc(C(N)=O)cc2)n1	u	8%	5%	-3.0	5%	-3%	0%	-3	u
CC(=O)N1CCN(c2ccc(NCc3ccco3)cc2)CC1	1%	1%	-5%	-2.0	-19%	x	x	x	x
COc1ccc(OCC(O)CNC(=O)Nc2ccc(Cl)cc2)cc1 (configuration not stated)	-5%	-16%	5%	1.3	-1%	-2%	-21%[57.1 µM]	-2	-7%
CCc1nnc(NC(=O)CSc2nc(-c3ccccc3)cc(-c3ccc(OC)cc3)c2C#N)s1	-10%	-26%	-7%	-1.8	9%	-4%	2%	-11	1%
CC1(C)NC(=O)N(CCCCOc2ccc3ccccc3c2Cl)C1=O	-21%	33%	10%	-2.2	19%	1%	-1%	x	-5%
Cn1c(SCc2ccccc2[N+](=O)[O-])nnc1-c1cccnc1	-15%	30%	5%	-1.4	0%	-12%	2%	-1	1%
CC(Oc1ccc(Cl)cc1)C(=O)NNC(=S)NC(=O)c1ccco1 (configuration not stated)	-26%	14%	12%	-0.1	-87%[inhibitor]	u	-14%	-4	-23%
CCOc1cc(/C=N/O)ccc1OCc1ccc(F)cc1	-25%	x	-8%	-0.2	11%	-15%	-11%	-7	24µM*
CCOC(=O)CCc1c(C)c(C#N)c2nc3ccccc3n2c1-n1cnc2ccccc21	-4%	24%	12%	-1.6	-5%	0%	6%	x	-7%
Nc1nnc(CSc2ccc(Cl)cc2)s1	-10%	-20%	-13%	0.1	0%	7%	-10%	0	-2%
Cc1ccc2nc(NC(=O)c3cccs3)sc2c1	-15%	13%	-6%	-2.9	-17%	-17%	8%	8	-3%
CN(C)S(=O)(=O)c1cc(NC(=O)[C@H](Cc2ccccc2)N2C(=O)c3ccccc3C2=O)ccc1Cl	15%	38%	22%	-0.5	2%	7%	-24%[57.1 µM]	-1	7%
Cc1ccc(S(=O)(=O)c2nc(S(C)(=O)=O)sc2NCc2ccc3c(c2)OCO3)cc1	-7%	6%	8%	4.3	24%	1%	-1%	3	-4%
O=C(/C=C/c1cccs1)N1CCCCC1	22%	22%	-7%	0.1	-14%	-2%	-13%	-6	-5%
COC(=O)c1ccc(Nc2cc(C)nc3ncnn23)cc1	-7%	3%	5%	-0.3	19%	8%	-10%	-8	-14%
O=C(c1cccc(S(=O)(=O)N2CCCc3ccccc32)c1)N1CCN(c2ccccc2)CC1	2%	43%	-7%	-1.0	-13%	4%	-17%	7	5%
COC1C(C)=C(C)C(=O)N1Cc1ccccc1 (configuration not stated)	8%	-27%	9%	1.0	-10%	0%	-1%	1	0%
Cc1ccc(CC2C(=O)N(c3ccc(F)cc3)C(=O)C2C)cc1 (configuration not stated)	-8%	2%	5%	-0.1	0%	0%	-14%	2	-4%
COc1ccc(CCNCc2ccccc2N2CCCC2)cc1	10%	40%	3%	-0.5	-23%	-4%	-5%	3	-21%
CCOc1ncccc1C(=O)Nc1cc(S(=O)(=O)N2CCOCC2)ccc1OCC(F)(F)F	1%	16%	2%	-0.4	-10%	-22%	1%	-6	-10%
O=C1CSc2ccc(C(=O)NCC(c3ccco3)N3CCCCC3)cc2N1 (configuration not stated)	-8%	7%	6%	-1.0	0%	-2%	-4%	-3	2%
O=C(Nc1cc(S(=O)(=O)N2CCCCC2)ccc1Cl)c1ccc(F)cc1	9%	x	1%	-3.8	2%	6%	3%	-1	6%
CCCCOCCCNC(=O)c1ccc(OCC)cc1	3%	-3%	0%	0.0	-3%	6%	4%	1	-8%
CCCCNC(=O)CS(=O)Cc1nc(-c2ccc(C)cc2)oc1C (configuration not stated)	u	-9%	-17%	-1.0	12%	7%	-8%	3	-23%
CCCn1nc(NC(=O)c2cccs2)c2cc3cccc(C)c3nc21	0%	-16%	-4%	-1.9	-11%	1%	1%	23	3%
O=C(Cn1cncn1)NCc1ccccc1Br	14%	18%	-3%	-1.2	-14%	-10%	22%	-62*	-6%
Cc1ccccc1C(=O)OC(C)CN1CCN(C)CC1 (configuration not stated)	8%	-4%	11%	1.6	12%	3%	4%	-1	-16%
N#Cc1nc(-c2cccs2)oc1NCCN1CCOCC1	4%	x	0%	-1.1	13%	3%	-16%	2	-2%
Cc1ccc2c(c1)N(C(=O)CCC(=O)NCCN1CCOCC1)CC(C)O2 (configuration not stated)	10%	-24%	-6%	0.1	6%	1%	4%	-2	0%
CN(CC(O)COc1ccc(S(=O)(=O)N2CCOCC2)cc1Cl)C1CCCCC1 (configuration not stated)	3%	3%	7%	-0.1	-4%	u	-2%	-4	4%
CC[C@]12c3[nH]c4ccccc4c3CCN1C(=O)C(CC(=O)NCCCN(C)C)C[C@@H]2C(=O)N1CCN(C(=O)c2ccco2)CC1 (some centres not stated)	23%	-9%	-17%	0.8	-1%	-1%	-3%	-7	-7%
O=[N+]([O-])c1ccc(NN=Cc2cccc(O)c2)nc1	-4%	19%	-3%	-0.7	0%	-1%	-4%	-5	-7%
COc1ccc2c([N+](=O)[O-])c(N3CCCC3)[nH]c2c1	-2%	13%	1%	0.3	-3%	0%	2%	-4	-1%
Cc1cc(/C=C2\C(=N)N3N=C(c4ccco4)SC3=NC2=O)c(C)n1Cc1ccccc1	u	u	9%	-1.0	1%	9%	u	-62*	27µM*
Cc1ccc(C(=O)N2CC(=O)Nc3ccc(F)cc3C2c2ccc(F)cc2)cc1 (configuration not stated)	-22%	u	0%	-0.2	16%	10%	-3%	0	2%
COc1cccc(S(=O)(=O)N2C[C@H](O)COC[C@H]3O[C@@H](CC(=O)N4CCN(C)CC4)CC[C@@H]32)c1	12%	-8%	-6%	-0.1	-8%	-4%	7%	0	-2%
CC(C)C(c1nnnn1C1CCCC1)N1CCCCC1 (configuration not stated)	8%	22%	2%	-0.7	-2%	1%	7%	0	-2%
CCN(CC)CCn1c(=S)[nH]c2cc(C(=O)NCCc3ccc(OC)c(OC)c3)ccc2c1=O	2%	-6%	3%	0.9	3%	0%	-4%	-2	-3%
COC(=O)c1cc(NC(=O)Cn2c(=O)cnc3ccccc32)cc(C(=O)OC)c1	6%	13%	-2%	0.4	9%	7%	-1%	8	0%
COc1cccc(CNC(=O)c2cccnc2Sc2ccc(Cl)cc2)c1	-5%	3%	-10%	-2.9	-5%	0%	-2%	13	-1%
Cc1ccc(F)c(NC(=O)C2CCCCC2C(=O)O)c1 (configuration not stated)	13%	-31%	9%	2.6	21%	7%	-6%	x	3%
N#Cc1ccccc1OCC(=O)NNC(=O)c1ccncc1	15%	2%	8%	0.4	7%	-3%[1.84 µM]	9%	1	-8%
Cc1cccc(C)c1NC(=O)C(c1ccc([N+](=O)[O-])cc1)N(C)C(=O)c1ccccn1 (configuration not stated)	-10%	x	-7%	-2.2	-6%	-2%	-15%	0	-3%

Continued.
mol	EPAC1 antag	FUS suppressor	EPAC1 ag	IL2 activator	Abeta rescue	aSyn yeast inh	WRN helicase inh	PI5P4Ka inh	PLK1 PBD inh
O=C(CCCNC(=O)c1ccc(Cl)cc1)Nc1ccccc1F	3%	6%	2%	0.6	-8%	0%	1%	-3	-1%
Cc1cccc(C)c1NC(=O)C(c1cc2ccccc2o1)N1CCN(C)CC1 (configuration not stated)	-20%	-3%	9%	-0.5	-7%	3%	0%	2	-12%
O=C(c1ccco1)N1N=C(c2cccs2)CC1c1ccccc1O (configuration not stated)	-10%	x	-2%	-3.1	-2%	19%	-24%	-7	-13%
CCN(CC)C(=O)Cn1cc(C(=O)C(=O)NCc2cccs2)c2ccccc21	-1%	16%	-15%	0.2	14%	0%	3%	-6	0%
Cc1ccc2[nH]c(=O)c(CN(Cc3cccnc3)Cc3nnnn3CC3CCCO3)cc2c1 (configuration not stated)	-16%	-15%	11%	-1.6	12%	0%	-10%	1	-14%
